HT1080NT lethal – kills 2HG-producing HT-1080-NT fibrosarcoma cells | Potency, µM (series often up to 46.1 µM), for the others: at the highest dose activity, negative = less viability, actives largely listed as cytotoxic | HT-1080-NT fibrosarcoma viability, CellTiter-Glo ATP luminescence, 48 h | 360,000 tested, 1.6% active;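 also: NT is the 2HG producing partner of a matched IDH1 knockdown line; potency is read from the fitted curve at half-maximal effect; 0% = DMSO-treated cells and -100% = media-only wells without cells; nearly all actives have a fitted effect of over 55% in size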
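Luminescent CellTiter-Glo readout after 48 hours of compound exposure at 37 degrees C defined viability of HT-1080-NT cells. Activity was normalized to DMSO wells and cell-free media wells; concentration-response curves were fitted and assigned curve classes.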
S2 tox – viability counter-screen for ATXN expression inhibitors; Potency, µM (series often up to 56.7 µM), usual class: cytotoxic; S2 cells (HEK-293 line with an ATXN2-luciferase reporter) viability, CellTiter-Fluor protease fluorescence, 24 h; 400,000 tested, 0.49% active; also: potency is read from the fitted curve at half-maximal effect; nearly all actives have a fitted effect of over 40% in size
MCF10A rerep – inducers of DNA re-replication in MCF 10A breast cells. 350,000 tested, 2.9% active. AID 624296. MCF 10A DNA re-replication, Hoechst nuclear intensity, 48 h. Potency, µM (doses to about 46.1 µM), for the others: top-dose activity, positive = re-replication, most hits filed as activators; also: potency is read from the fitted curve at half-maximal effect; % of control where 0% means no effect; nearly all actives have a fitted effect of over 50% in size
KB-3-1 tox – kills parental KB-3-1 adenocarcinoma cells | KB-3-1 viability, CellTiter-Glo ATP luminescence, 72 h | Potency, µM (doses to about 46.1 µM), for the others: top-dose activity change, negative = cytotoxic, usual class: cytotoxic | 400,000 tested, 1.4% active; also: potency is read from the fitted curve at half-maximal effect; % is scaled to controls: 0 for no effect and ±100 for the full control effect; nearly all actives have a fitted effect of over 60% in size
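Here the drug-naive KB-3-1 line serves as comparator for MDR sub-line selectivity; cells received compound titrations, 72 h at 37 °C, then CellTiter-Glo readout.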
ATXN2 expr inh – reduces ATXN2 reporter expression in HEK-293 cells; AID 1745845; Potency, µM (highest dose often 57 µM), without a hit: top-dose activity change, negative = inhibition, most hits filed as inhibitors; HEK-293 ATXN2-luciferase reporter, luminescence, 24 h; 360,000 tested, 0.72% active; also: potency is read from the fitted curve at half-maximal effect; % is scaled to controls: 0 for no effect and ±100 for the full control effect; nearly all actives have a fitted effect of over 55% in size
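ATXN2-luciferase reporter cells (luciferase flanked by upstream and downstream ATXN2 gene portions) were treated 24 h at 37 °C with compounds at up to 57 uM. SteadyGlo luminescence gave expression; GF-AFC fluorescence gave viability.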
HepG2 tox – counter-screen for TGF-b inhibitors: cytotoxicity in HepG2 cells; HepG2 CAGA-GFP viability, ATP luminescence, 18 h; Potency, µM (series often up to 46.1 µM), for inactives: at the highest dose activity change, negative = cytotoxicity, usual class: cytotoxic; 410,000 tested, 0.76% active; AID 588856; also: potency is read from the fitted curve at half-maximal effect; some results filed as inactive show a strong effect at the top dose
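CellTiter-Glo luminescence gave cytotoxicity after 18 hours at 37 degrees C. The cells were HepG2 CAGA-GFP in 1% FBS DMEM, stimulated with 500 pg/mL TGF-beta after compound addition. %Activity was normalised to no-cell wells (complete cell-killing) and DMSO (no toxicity), and curves were fitted and classified.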
SW480 rerep – inducers of DNA re-replication in SW480 colon cancer cells | SW480 DNA re-replication, Hoechst DNA content imaging, 48 h | Potency, µM (top dose mostly 46.1 µM), for inactives: at the top dose re-replication activation, most hits filed as activators | 340,000 tested, 1.8% active; also: potency is read from the fitted curve at half-maximal effect; % of control where 0% means no effect; nearly all actives have a fitted effect of over 55% in size
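SW480 cells exposed to compounds for 48 hr at 37 C, 5% CO2, then Hoechst-stained 40 min. Nuclear DNA content imaged by fluorescence scanning (405 nm excitation, 500-530 nm emission); re-replication scored as increased high-intensity nuclei.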
IL1B secr inh – inflammasome signaling inhibition, IL-1 beta readout; THP-1 LPS/ATP IL-1B secretion, AlphaLISA, 16 h; hits give low values; activity change, % at 57.5 µM; 360,000 tested, 4.7% active; AID 743279; in the data active = activity change below about -50%; inconclusive = mostly about -30% to -49%; also: % is scaled to controls: 0 for no effect and ±100 for the full control effect
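Secreted IL-1B measured by AlphaLISA bead assay after 16 h compound exposure of THP-1 cells; compounds (final up to 57.5 uM) added 1 h before LPS (250 ng/mL) and ATP (1.25 mM) stimulation; lower signal means less secretion.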
HT1080 IDH1KD tx – kills HT-1080 cells with IDH1 knockdown. HT-1080 IDH1 knockdown viability, ATP luminescence, 48 h. Potency, µM (highest dose often 46.1 µM), for inactives: at the highest dose activity, negative = toxicity, usual class: cytotoxic. 360,000 tested, 2% active;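 also: potency is read from the fitted curve at half-maximal effect; 0% = DMSO wells and -100% = cell-free medium wells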
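IDH1KD HT-1080 cells, 750/well, RPMI + 5% FBS; compound pinned after 2 h settling; 48 h, 37 °C; CellTiter-Glo luminescence; % activity normalised to DMSO and no-cell wells; curves fitted, classed by r2 and efficacy.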
Starred values were filed as active, the others as inactive; [ ] = dose if it differs, or a comment. Unless noted, calls follow the shape of the dose curve; as a rule, active = well fitted curve in the direction sought with a large enough effect; inconclusive = small, poorly fitted or top-dose-only effect, or another doubt; inactive = no such curve, though single readings can be large; an effect the other way counts as inactive or inconclusive.

Screening O=C(C1CCN(S(=O)(=O)c2cccs2)CC1)N1CCc2ccccc2C1 returned HT1080NT lethal 5%, S2 tox inactive, MCF10A rerep 0%, KB-3-1 tox 3%, ATXN2 expr inh 21%, HepG2 tox 1%, SW480 rerep 0%, IL1B secr inh 12 and HT1080 IDH1KD tx -3%.
For CCOC(=O)C1CCN(C(=O)c2cc(OCC)c(OCC)c(OCC)c2)CC1 the results were HT1080NT lethal 1%, S2 tox inactive, MCF10A rerep inconclusive, KB-3-1 tox 11%, ATXN2 expr inh -9%, HepG2 tox 8%, SW480 rerep 2%, IL1B secr inh 6 and HT1080 IDH1KD tx 6%.
`CC(C)C[C@@H](COCc1cccc(Cl)c1)N1CCN(C(=O)c2ccc(C(F)(F)F)cc2)CCC1=O` gave HT1080NT lethal inconclusive, KB-3-1 tox inconclusive, ATXN2 expr inh inconclusive, IL1B secr inh -50* and HT1080 IDH1KD tx inconclusive.
Screening Cc1cc(C)n(-c2nnc3n2N=C(c2c[nH]c4ccccc24)CS3)n1 returned HT1080NT lethal inconclusive, S2 tox inactive, MCF10A rerep inconclusive, KB-3-1 tox 7.3µM*, ATXN2 expr inh -29%, HepG2 tox -20%, SW480 rerep inconclusive, IL1B secr inh -10 and HT1080 IDH1KD tx 15µM*.
CC(C)C(=O)N1CCN(c2ccccc2NC(=O)c2ccc(Br)o2)CC1 was read as HT1080NT lethal 3%, S2 tox inconclusive, MCF10A rerep 11%, KB-3-1 tox 3%, ATXN2 expr inh -37%, HepG2 tox 3%, SW480 rerep -7%, IL1B secr inh -18 and HT1080 IDH1KD tx 0%.
For COc1cccc(CNC(=O)c2ccc(F)c(S(=O)(=O)N3CCCCC3)c2)c1 the results were HT1080NT lethal 0%, S2 tox inactive, KB-3-1 tox 6%, HepG2 tox -2%, IL1B secr inh 24 and HT1080 IDH1KD tx -15%.
CN1CCN(C(=O)C2=C[C@@H](c3ccc(C(F)(F)F)cc3)C[C@@H](OCCCCO)O2)CC1 was read as HT1080NT lethal 4%, S2 tox inactive, MCF10A rerep 12%, KB-3-1 tox 3%, ATXN2 expr inh 12%, HepG2 tox -1%, SW480 rerep -7%, IL1B secr inh -4 and HT1080 IDH1KD tx 3%.
`COc1ccc(C(=O)NCC(=O)O)cc1` gave HT1080NT lethal -1%, S2 tox inactive, MCF10A rerep 6%, KB-3-1 tox -2%, ATXN2 expr inh 0%, HepG2 tox -7%, SW480 rerep -9%, IL1B secr inh -14 and HT1080 IDH1KD tx 0%.
For O=C(c1c(Cl)cccc1Cl)N1CCCCCC1 the results were HT1080NT lethal 1%, S2 tox inconclusive, MCF10A rerep 6%, KB-3-1 tox 5%, ATXN2 expr inh -2%, HepG2 tox 3%, SW480 rerep -4%, IL1B secr inh 30 and HT1080 IDH1KD tx -2%.
`CCCNC(=O)c1cc(Cl)c(NC(=O)C2=C(C)OCCS2)cc1OC` gave HT1080NT lethal -4%, S2 tox inactive, MCF10A rerep 4%, KB-3-1 tox -4%, ATXN2 expr inh 2%, HepG2 tox -2%, SW480 rerep -33%, IL1B secr inh -53* and HT1080 IDH1KD tx -13%.
O=C1c2ccccc2C(=O)N1CCCCSc1nnc2c(Cl)cc(Cl)cn12 was read as HT1080NT lethal 6%, S2 tox inactive, MCF10A rerep inconclusive, KB-3-1 tox 22%, ATXN2 expr inh 3%, HepG2 tox -57%, SW480 rerep 0%, IL1B secr inh -5 and HT1080 IDH1KD tx 13%.
For N/C(CC(=O)Nc1ccc(F)cc1)=N\O the results were HT1080NT lethal -5%, S2 tox inactive, MCF10A rerep -4%, KB-3-1 tox 1%, ATXN2 expr inh -5%, HepG2 tox -6%, SW480 rerep 0%, IL1B secr inh -12 and HT1080 IDH1KD tx -10%.
CCN(CC)S(=O)(=O)c1cccc(C(=O)NCCCn2ccnc2)c1 was read as HT1080NT lethal -3%, S2 tox inactive, MCF10A rerep 14%, KB-3-1 tox -4%, ATXN2 expr inh 5%, HepG2 tox -13%, SW480 rerep -4%, IL1B secr inh 36 and HT1080 IDH1KD tx -3%.
For Cn1c(=O)[nH]c(=O)c2c1nc(Br)n2C/C=N/Nc1ccccc1 the results were HT1080NT lethal 3.7µM*, S2 tox inactive, MCF10A rerep inconclusive, KB-3-1 tox 16µM*, ATXN2 expr inh -21%, HepG2 tox -10%, SW480 rerep 10%, IL1B secr inh -3 and HT1080 IDH1KD tx 5.8µM*.
Screening O=C(NC1CCN(C(=S)Nc2ccc(F)cc2)CC1)C1CCCCC1 returned HT1080NT lethal 7%, S2 tox inactive, MCF10A rerep -2%, KB-3-1 tox -1%, ATXN2 expr inh -3%, HepG2 tox -3%, SW480 rerep 1%, IL1B secr inh 20 and HT1080 IDH1KD tx 13%.
Screening Cc1cccc(Nc2ccc(NCc3ccccc3)nn2)c1 returned HT1080NT lethal -10%, S2 tox inactive, MCF10A rerep -33%[inhibitor], KB-3-1 tox 0%, ATXN2 expr inh 17%, HepG2 tox -18%, SW480 rerep inactive[1.84 µM], IL1B secr inh inconclusive and HT1080 IDH1KD tx 0%.
For O=[N+]([O-])c1ccc(-c2cn3c(n2)SCC3)cc1 the results were HT1080NT lethal 9%, S2 tox inactive, MCF10A rerep 0%, KB-3-1 tox -9%, HepG2 tox 4%, SW480 rerep inconclusive, IL1B secr inh -14 and HT1080 IDH1KD tx 0%.
Screening Cc1cc(-c2ccc(Cl)cc2)n2ncnc2n1 returned HT1080NT lethal 15%, S2 tox inactive, MCF10A rerep -2%, KB-3-1 tox 7%, ATXN2 expr inh -1%, HepG2 tox -27%, SW480 rerep -20%, IL1B secr inh -14 and HT1080 IDH1KD tx 7%.
CCc1ccc(NC(=O)CSc2nnc(-c3ccco3)o2)cc1 was read as HT1080NT lethal 0%, S2 tox inactive, MCF10A rerep 0%, KB-3-1 tox -6%, ATXN2 expr inh 11%, HepG2 tox -1%, SW480 rerep -3%, IL1B secr inh 5 and HT1080 IDH1KD tx 11%.
Screening O=S(=O)(Nc1nc2ccccc2nc1Nc1cccc(S(=O)(=O)N2CCCCC2)c1)c1ccccc1 returned HT1080NT lethal 6.5µM*, S2 tox inconclusive, MCF10A rerep inconclusive, KB-3-1 tox 15µM*, ATXN2 expr inh inconclusive, HepG2 tox -40%, SW480 rerep 14%, IL1B secr inh -27 and HT1080 IDH1KD tx inconclusive.
For Cc1ccc(S(=O)(=O)Nc2ccccc2N=Cc2ccc([N+](=O)[O-])cc2[N+](=O)[O-])cc1 the results were HT1080NT lethal 1%, S2 tox inactive, MCF10A rerep inconclusive, KB-3-1 tox -1%, ATXN2 expr inh 6%, HepG2 tox -8%, SW480 rerep inconclusive, IL1B secr inh -7 and HT1080 IDH1KD tx -6%.
For CC(C)C(=O)Nc1nnc(CSCc2ccccc2F)s1 the results were HT1080NT lethal 4%, S2 tox inactive, MCF10A rerep 2%, KB-3-1 tox 1%, ATXN2 expr inh 7%, HepG2 tox 4%, SW480 rerep -3%, IL1B secr inh 6 and HT1080 IDH1KD tx 0%.
For COc1ccc(/C=C/C2=NNC(=O)CC2)cc1 the results were HT1080NT lethal 13%, S2 tox inconclusive, MCF10A rerep 1%, KB-3-1 tox 1.5µM*, ATXN2 expr inh 9%, HepG2 tox -14%, SW480 rerep -9%, IL1B secr inh 0 and HT1080 IDH1KD tx 12%.
CC(=O)N1CCCc2cc(S(=O)(=O)N(C)Cc3ccccc3)ccc21 was read as HT1080NT lethal -11%, S2 tox inactive, MCF10A rerep 16%, KB-3-1 tox 0%, ATXN2 expr inh 3%, HepG2 tox -2%, SW480 rerep -7%[9.22 µM], IL1B secr inh -19 and HT1080 IDH1KD tx -1%.
Screening COc1ccc2[nH]c(C(=O)Nc3ccc(F)cc3Br)cc2c1 returned HT1080NT lethal inconclusive, S2 tox inactive, MCF10A rerep 1%, KB-3-1 tox 6%, ATXN2 expr inh 17%, HepG2 tox -29%, SW480 rerep 0% and HT1080 IDH1KD tx -17%.
CC(=O)Nc1ccc(S(=O)(=O)N(C)c2ccc(OCCOc3ccccc3F)cc2)cc1 was read as HT1080NT lethal inconclusive, S2 tox inactive, MCF10A rerep -4%, KB-3-1 tox -1%, ATXN2 expr inh -16%, HepG2 tox -5%, SW480 rerep -6%, IL1B secr inh 13 and HT1080 IDH1KD tx 1%.
Screening C[C@]12C=C[C@H](O)CC1=CCC1C2CC[C@@]2(C)C1CCC21OCCO1 (stereo partly specified) returned HT1080NT lethal -14%, S2 tox inactive, MCF10A rerep 21µM*, KB-3-1 tox 3%, ATXN2 expr inh -17%, HepG2 tox -18%, SW480 rerep inconclusive, IL1B secr inh 60 and HT1080 IDH1KD tx -14%.
`COc1ccc(C(C)(O)c2nc(-c3cccc(C(C)C)c3)cs2)cc1` (stereo unspecified) gave HT1080NT lethal inconclusive, S2 tox inactive, KB-3-1 tox inconclusive, ATXN2 expr inh inconclusive, HepG2 tox 20µM*, IL1B secr inh 11 and HT1080 IDH1KD tx inconclusive.
`Cc1ccc(C)c(N2CCN(C(=O)c3cc(S(=O)(=O)N4CCOCC4)ccc3F)CC2)c1` gave HT1080NT lethal -4%, S2 tox inactive, MCF10A rerep inconclusive, KB-3-1 tox inconclusive, ATXN2 expr inh -18%, HepG2 tox -3%, SW480 rerep 12%, IL1B secr inh -5 and HT1080 IDH1KD tx -10%.
COc1ccc(-n2cc(CNCC3CC(=O)N(C4CC4)C3)c(-c3ccccc3Cl)n2)cc1 (stereo unspecified) was read as HT1080NT lethal -19%, S2 tox inconclusive, MCF10A rerep 3%, KB-3-1 tox -4%, ATXN2 expr inh -23%, HepG2 tox -32%, SW480 rerep -6%, IL1B secr inh inconclusive and HT1080 IDH1KD tx -20%.

High-throughput results deposited in PubChem BioAssay by National Center for Advancing Translational Sciences (NCATS).

Rows are unselected; any-hit rate near 8.9%.
